# Anesthetic bind – candidate novel general anesthetic via apoferritin binding; Potency, µM (top dose mostly 77.5 µM), for inactives: top-dose activity change, negative = displacement, actives largely listed as inhibitors; hit rate 0.074% among 350,000; apoferritin/1-aminoanthracene competitive binding, fluorescence; P02791; further: potency means the concentration at half of the fitted maximal effect; on the % scale 0 is the no-effect control and ±100 the full control effect; nearly all actives have a fitted effect of over 20% in size
#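 Read-out: endpoint 1-AMA fluorescence, excitation 380 nm and emission 535 nm, after compounds sit 10 min at room temperature with 10 uM horse-spleen apoferritin in 50% saturated 1-AMA/PBS. Values come from four-parameter Hill fits.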
# Pol eta inh – DNA polymerase eta (human) inhibition | recombinant Pol eta, fluorescent DNA replication assay | Q9Y253 | hit rate 1.2% among 390,000 | Potency, µM (top dose mostly 114 µM), inactives show at the top dose activity change, negative = inhibition, actives largely listed as inhibitors | AID 588591; further: potency means the concentration at half of the fitted maximal effect; on the % scale 0 is the no-effect control and ±100 the full control effect
#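 Pol eta at 10 nM preincubated with compounds 15 min at room temperature; reaction started with fluorescent substrate (50 nM final) and read kinetically at 0 and 10 min.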
# POLI inh – DNA polymerase iota (human) inhibition | Pol iota fluorescent replication assay, 10 min | hit rate 1% among 390,000 | Potency, µM (highest dose often 115 µM), for inactives: top-dose activity, negative = inhibition, hits mostly inhibitors; further: potency means the concentration at half of the fitted maximal effect
#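 Pol iota at 10 nM preincubated 15 min with compounds at room temperature; reaction started with fluorescent substrate, 50 nM final. Fluorescence read kinetically at 0 and 10 min; buffer-only wells as negative control.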
# Tb PGK inh – T. brucei PGK inhibition. Potency, µM (top dose mostly 57.5 µM), without a hit: top-dose activity change, negative = inhibition, actives largely listed as inhibitors. P07378. hit rate 0.043% among 380,000. PGK/GAPDH coupled, Kinase-Glo luminescence, 60 min; further: potency means the concentration at half of the fitted maximal effect; on the % scale 0 is the no-effect control and ±100 the full control effect; nearly all actives have a fitted effect of over 60% in size
#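 Luminescent ATP detection (Kinase-Glo Plus) follows a 60-minute room-temperature incubation, with wells lacking PGK as controls. Buffer: 100 mM TEA (pH 7.6), 5 mM MgCl2, 0.01% Tween-20. Coupling enzyme GAPDH (100 nM final) supplies unstable 1,3-BPG in-well.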
# POLK inh – inhibitors of human DNA polymerase kappa. Q9UBT6. purified Pol kappa, fluorescent DNA synthesis assay, 10 min. Potency, µM (top dose mostly 107 µM), for inactives: at the highest dose activity, negative = inhibition, actives largely listed as inhibitors. hit rate 0.53% among 400,000. AID 588579; further: potency means the concentration at half of the fitted maximal effect; on the % scale 0 is the no-effect control and ±100 the full control effect
#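 Inhibition of 10 nM Pol kappa is measured by a fluorescent read-out at 0 and 10 min following addition of 50 nM substrate (final), with a 15-min room-temperature compound preincubation.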
# APEX1 inh – inhibitors of human APE1 endonuclease; P27695; recombinant APE1, TAMRA/BHQ-2 abasic DNA cleavage fluorescence; Potency, µM (highest dose often 65.8 µM), for the others: top-dose activity change, negative = inhibition, most hits filed as inhibitors; hit rate 0.35% among 350,000; AID 2517;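 further: potency means the concentration at half of the fitted maximal effect; plate controls were vehicle for no effect and reference inhibitor for full effect; nearly all actives have a fitted effect of over 55% in size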
#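 Compound pre-exposure to 0.75 nM APE1, 15 min at ambient temperature. Reaction initiated with 50 nM TAMRA/BHQ-2 THF substrate, read immediately in kinetic mode, 525 nm excitation, 598 nm emission.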
# POLB inh – inhibitors of human DNA polymerase beta | P06746 | Pol beta primer extension/strand displacement, fluorescence kinetic | hit rate 1.3% among 340,000 | Potency, µM (titrated, usually from 114 µM), for inactives: top-dose activity change, negative = inhibition, hits mostly inhibitors; further: potency means the concentration at half of the fitted maximal effect; on the % scale 0 is the no-effect control and ±100 the full control effect
#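 Kinetic readout of DNA synthesis with strand displacement by Pol beta. Compound and 10 nM enzyme sit 15 min at room temperature; 50 nM substrate starts the reaction, read immediately and at 10 min.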
# BLM helicase inh – blocks DNA unwinding by human BLM helicase; recombinant BLM DNA unwinding, fluorescence dequenching; Potency, µM (top dose mostly 56.1 µM), inactives show at the top dose activity change, negative = inhibition, usual class: inhibitors; hit rate 0.2% among 350,000; AID 2528;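 further: potency means the concentration at half of the fitted maximal effect; plate controls were vehicle for no effect and no enzyme for full effect; nearly all actives have a fitted effect of over 35% in size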
# Target sequence (P54132 whole entry, looked up): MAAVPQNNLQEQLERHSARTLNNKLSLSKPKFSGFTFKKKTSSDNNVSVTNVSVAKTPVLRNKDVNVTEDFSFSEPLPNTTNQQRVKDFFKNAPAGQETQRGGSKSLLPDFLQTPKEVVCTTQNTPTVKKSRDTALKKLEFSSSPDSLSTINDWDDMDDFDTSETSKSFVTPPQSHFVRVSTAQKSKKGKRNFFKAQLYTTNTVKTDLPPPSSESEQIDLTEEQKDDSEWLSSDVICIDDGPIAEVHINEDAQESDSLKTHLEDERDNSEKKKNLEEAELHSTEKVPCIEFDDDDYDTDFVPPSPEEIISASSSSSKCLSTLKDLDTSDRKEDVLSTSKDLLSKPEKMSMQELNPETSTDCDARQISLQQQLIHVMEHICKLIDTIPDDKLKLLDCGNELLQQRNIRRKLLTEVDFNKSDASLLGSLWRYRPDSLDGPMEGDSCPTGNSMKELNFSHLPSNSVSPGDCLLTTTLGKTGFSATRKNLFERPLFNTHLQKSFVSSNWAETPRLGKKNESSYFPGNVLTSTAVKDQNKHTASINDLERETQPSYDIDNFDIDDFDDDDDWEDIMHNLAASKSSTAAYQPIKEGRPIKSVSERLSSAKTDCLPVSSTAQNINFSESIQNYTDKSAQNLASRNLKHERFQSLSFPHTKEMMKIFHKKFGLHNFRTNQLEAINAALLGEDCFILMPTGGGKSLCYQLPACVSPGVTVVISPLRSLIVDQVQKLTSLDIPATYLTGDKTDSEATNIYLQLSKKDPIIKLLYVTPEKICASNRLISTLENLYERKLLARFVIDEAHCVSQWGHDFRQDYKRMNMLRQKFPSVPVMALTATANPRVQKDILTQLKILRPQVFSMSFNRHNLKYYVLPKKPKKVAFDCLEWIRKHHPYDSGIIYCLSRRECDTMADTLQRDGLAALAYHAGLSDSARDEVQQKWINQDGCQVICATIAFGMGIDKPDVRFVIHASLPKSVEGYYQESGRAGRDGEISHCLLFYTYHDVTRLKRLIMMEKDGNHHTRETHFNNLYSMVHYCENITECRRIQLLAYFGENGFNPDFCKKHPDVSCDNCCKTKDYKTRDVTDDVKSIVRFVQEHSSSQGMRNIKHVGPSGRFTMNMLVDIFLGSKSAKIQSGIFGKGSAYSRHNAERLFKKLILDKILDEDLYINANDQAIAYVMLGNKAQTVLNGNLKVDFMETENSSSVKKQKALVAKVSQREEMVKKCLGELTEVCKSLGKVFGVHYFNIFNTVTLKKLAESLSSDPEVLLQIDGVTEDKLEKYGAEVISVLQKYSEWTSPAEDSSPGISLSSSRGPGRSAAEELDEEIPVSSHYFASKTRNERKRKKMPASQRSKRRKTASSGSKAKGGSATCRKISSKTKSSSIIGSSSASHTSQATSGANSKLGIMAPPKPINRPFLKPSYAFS
# RXFP1 antag – blocks the human relaxin receptor RXFP1; Q9HBX9; HEK293-RXFP1, relaxin-stimulated cAMP HTRF, 30 min; active compounds read low; activity change, negative = inhibition, % at 57.5 µM; hit rate 0.59% among 350,000; AID 1259400;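 active means activity change of -60% or lower, but not beyond a set lower limit; inconclusive means change between -60% and -40%, or beyond the set limit; inactive means change above -40%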; further: on the % scale 0 is the no-effect control and ±100 the full control effect
# Numbers without * were called inactive; i = inactive; ? = inconclusive; nt = no result given; & = joins results of further samples; [ ] = remark or other dose. Unless noted, the call rests on the fitted dose curve; in most records, active means well fitted curve in the direction sought with a large enough effect; inconclusive means small, poorly fitted or top-dose-only effect, or another doubt; inactive means no such curve, though single readings can be large; an effect the other way counts as inactive or inconclusive. An excerpt; the hit share may differ from the screen's.
No.	molecule	Anesthetic bind	Pol eta inh	POLI inh	Tb PGK inh	POLK inh	APEX1 inh	POLB inh	BLM helicase inh	RXFP1 antag
1	O=C1CC(c2ccccc2)CC(O)=C1C=NC1CCCCC1 (stereo not given)	-18%	-11%	-7%[58.9 µM]	i	-1%	-3%	33%	3%	-5
2	Cc1ccc(NC(=O)COC(=O)CCc2c(C)nc3ncnn3c2C)cc1	nt	-3%	53%[activator]	-6%	0%	39%	nt	nt	10
3	COCCCN1C(=O)C(=O)/C(=C(/O)c2ccc(S(=O)(=O)N3CCCCC3)cc2)C1c1ccc(O)cc1 (stereo not given)	5%	-5%	-6%	-9%	7%	89%[activator]	9%	-3%	-28
4	Cc1cccc(NC(=O)COC(=O)C2COc3ccccc3O2)c1C (stereo not given)	nt	-8%	-4%	7%	-14%	2%	nt	nt	-1
5	Cc1cccc(CN2CCCC(C(=O)N3CCCCC3)C2)c1 (stereo not given)	0%	-10%	5%	-6%	8%	-3%	59%	-1%	3
6	COc1ccccc1NS(=O)(=O)c1ccc(C(=O)N2CCN(c3ccccc3)CC2)cc1	nt	-4%	-25%	-4%	-5%	-17%	nt	nt	6
7	O=C(Nc1ccc([N+](=O)[O-])cn1)c1ccc2c(c1)OCO2	-3%	-6%	88%[activator]	4%	-11%	-5%	2%	0%	-1
8	CCOC(=O)c1cnc2ccc(OCC)cc2c1N1CCN(c2cccc(Cl)c2)CC1	34%[activator]	-15%	-18%	-4%	9%	nt	-21%	-5%	-20
9	NC(=O)c1ccc(C(F)(F)F)n(Cc2c(Cl)cccc2Cl)c1=O	-18%	-11%	5%	1%	-9%	2%	-2%	0%	-35
10	Cc1sc2nc(C3CCCCC3)nc(SCC(=O)N3CC(=O)Nc4ccccc43)c2c1C	-18%	-16%	16%	nt	3%	-1%	7%	-1%	-8
11	C/C(=N\NC(=O)CNc1cccc(C(F)(F)F)c1)c1cccc(Br)c1	?	-8%	-5%	-3%	-16%	16%	21%	3%	7
12	COCC(=O)NC(C)c1nc2ccccc2[nH]1 (stereo not given)	0%	-13%	?	-4%	-2%	-1%	-9%	-2%	4
13	COc1ccc(/C=N/NC(=O)COc2ccc3ccccc3c2)c(C(=O)O)c1OC	-10%	-4%	140%[activator]	i	-8%	11%	46%	5%	3
14	O=C(COC(=O)c1cccnc1Cl)Nc1nc(-c2ccccc2)cs1	-1%	-20%	23%	-3%	-5%	-3%	-12%	0%	-19
15	O=C(CCN1C(=O)C2C3CCC(C3)C2C1=O)Nc1ccc(F)cc1 (stereo not given)	0%	3%	93%[activator]	0%	-16%	13%	19%	-1%	-21
16	COCC1CCN(Cc2nc(COc3ccccc3)no2)C1 (stereo not given)	-10%	-16%	50%[activator]	i	3%	6%	-24%	1%	9
17	Cc1ccccc1N/C(=N/S(=O)(=O)c1ccccc1)c1ccc(F)cc1	-16%	-15%	-26%	-3%	-14%	-3%	17%	-2%	17
18	CC(=O)N1CCc2cc(CNS(=O)(=O)c3ccc(C(C)(C)C)cc3)ccc21	?	-17%	-5%	i	-10%[60.1 µM]	nt	5%	-5%	10
19	CNS(=O)(=O)Cc1ccc2[nH]cc(CCN(C)C)c2c1	-3%&0%	-15%&-18%	21%&22%	-3%&-3%	7%	-8%&1%	-1%	1%&-8%	-11
20	Cc1ccccc1C(=O)Nc1ccccc1OCc1cc(=O)n2ccccc2n1	-3%	-14%	24%	-1%	-9%[60.1 µM]	nt	-1%	0%	8
21	Nc1nnc(/C=C/c2cccc([N+](=O)[O-])c2)s1	-9%	-9%	-17%	-8%	-10%	31%	-19%	-9%	8
22	COC(=O)CN1C(=O)[C@H]2[C@@H](c3ccc(C)o3)N3C(=O)CN(Cc4ccccn4)C(=O)[C@@]3(Cc3ccccc3)[C@H]2C1=O	-12%	-21%	38%[activator]	11%	14%	22%	50%	-2%	nt
23	Cc1ccc2cc(C(c3nnnn3C3CCCC3)N(Cc3ccco3)Cc3cccs3)c(=O)[nH]c2c1 (stereo not given)	-1%	-4%	32%[activator]	-6%	-9%	8%	16%	-13%	-18
24	CC(/C=N/NC(=O)c1cc(C(C)(C)C)[nH]n1)=C\c1ccccc1	-21%	-4%	17%	-4%	4%	-5%	1%	-2%	-17
25	CCOc1ccc(CCNC(=O)Cn2ncn3c(cc4sc(C)cc43)c2=O)cc1OCC	2%	-11%	0%	-9%	6%	nt	5%	-1%	-4
26	CCOc1ccc(C(=O)N/N=C/c2cc(Cl)ccc2[N+](=O)[O-])cc1	0%	-6%	73%[activator]	-11%	-17%	5%	1%	11µM*	-3
27	CN(C)c1ccc(N=Cc2cccn2C)cc1	-20%	1%	?	1%	-19%	28%	2%	-5%	-20
28	COc1ccc(OC)c(CNC(=O)c2nn(C)c3c2CSc2ccccc2-3)c1	14%	-26%	22%	-10%	6%	nt	-26%	-3%	3
29	COc1ccc(/C=N/NC(=O)c2cccc([N+](=O)[O-])c2)cc1O	-9%	-19%	25%	-10%	-2%	-4%	14%	-4%	-28
30	Cc1ccc(S(=O)(=O)N2CCN(C(=O)COC(=O)CCc3ccccc3)CC2)c(C)c1	nt	-15%	41%[activator]	-1%	5%	36%	nt	nt	0
31	COc1ccc(C(=O)NCc2nnc(SCC(=O)N3CCCc4ccccc43)o2)cc1OC	?	0%	10%	i	7%[60.1 µM]	4%	-1%	1%	-6
32	Cc1cc(=O)oc(C)c1C(=O)Nc1cccc2ccccc12	2%	-18%	19%	-9%	0%	2%	2%	0%	-8
33	COc1ccc(CSc2nnnn2-c2ccc(C(N)=O)cc2)cc1[N+](=O)[O-]	-1%	3%	-14%	nt	-14%	47%[activator]	9%	-4%	14
34	Cc1ccc(C)c(N2CCN(C3CCCC(C)C3)CC2)c1 (stereo not given)	-7%	7%	72%[activator]	2%	-6%	10%	-22%	-2%	-30
35	COc1ccc(CCNC(=O)C(C)OC(=O)c2ccco2)cc1OC (stereo not given)	-8%	-10%	3%	-2%	1%	-2%	16%	-3%	-7
36	CCn1c(SCC(=O)NCC2CCCO2)nnc1-c1ccccc1 (stereo not given)	3%	4%	10%	2%	-14%	0%	-1%	-2%	2
37	CN(C)c1ccc(C2Nc3cccc4cccc(c34)N2)cc1	7%	-5%	-6%	-6%	-8%[60.1 µM]	-12%	-16%	-1%	1
38	Cn1c(CSCc2ccccc2Cl)n[nH]c1=S	?	-11%	8%	9%	-1%	-1%	-3%	3%	-16
39	COc1cc2ncnc(NCc3ccc(Cl)cc3)c2cc1OC	-9%	-7%	-5%	-1%	0%	0%	-5%	-1%	2
40	COc1cccc(CN2CCC(Oc3ccc(C(=O)N4CCCCC4)cc3)CC2)c1O	-9%	-28%	11%	2%	-5%	14%	-4%	-4%	-6
41	CC(NC(=O)c1ccccc1F)c1nnc(SCc2nc3ccccc3c(=O)[nH]2)n1C (stereo not given)	2%	-16%	34%[activator]	10%	-7%	0%	36%	-8%	-2
42	Cc1ccc(C)c(CNC(=O)c2ccc3c(c2)nc2n3CCCCC2)c1	?	8%	-2%	-11%	-3%[60.1 µM]	nt	-16%	-1%	-22
43	CN(C)C(=O)c1ccc(NC(=O)CC2SC(N3CCCC3)=NC2=O)cc1 (stereo not given)	nt	-8%	36%[activator]	0%	-23%	-6%	nt	nt	2
44	COc1ccc(C(=O)NCC(=O)c2ccccc2)cc1	-6%	-8%	37%[activator]	-10%	-12%	8%	6%	2%	14
45	CC(=O)c1ccc(NC(=O)Nc2ccccc2)cc1	-12%	6%	14%	9%	-5%	-3%	-8%	-5%	-12
46	Cc1ccccc1C(=O)NCC(=O)O	-1%	-15%	15%	-4%	-4%	1%	15%	-5%	2
47	Cc1ccc(C)c(S(=O)(=O)N2CCNCC2)c1	-16%	-11%	33%[activator]	-15%	0%	4%	-23%	2%	-9
48	Cc1cc(=O)[nH]c(N/N=C/c2cc(C)n(CC(F)(F)F)c2C)n1	-7%	-3%	?	4%	-21%	2%	-3%	-6%	-4
49	CCc1ccc(S(=O)(=O)NCc2cn3ccsc3n2)s1	-2%	-12%	20%	nt	8%	3%	0%	1%	-7
50	O=C1CC(C(F)(F)C(F)(F)C(F)(F)C(F)F)=Nc2ccccc2N1	50µM*	-12%	22%	nt	-7%	-3%	3%	2%	10

# Further records:
No.	molecule	Anesthetic bind	Pol eta inh	POLI inh	Tb PGK inh	POLK inh	APEX1 inh	POLB inh	BLM helicase inh	RXFP1 antag
51	COc1ccc(CNc2nc3c(S(=O)(=O)c4ccccc4)nnn3c3ccc(Cl)cc23)cc1	2%	1%	1%	-5%	6%	nt	21%	-3%	-11
52	CN(Cc1ccnc2ccccc12)C(=O)C1CCC(=O)N(Cc2ccccc2F)C1 (stereo not given)	-2%	-1%	-7%	5%	-12%	-9%	15%	0%	-4
53	CNC(=S)NC1CC2CCCC(C1)N2Cc1ccc(C)cc1 (stereo not given)	-4%	-4%	-27%	5%	-22%	1%	-2%	3%	3
54	CCOc1ccc(/C=N/NC(=O)c2ccc(O)cc2)cc1CN1CC2CC(C1)c1cccc(=O)n1C2 (stereo not given)	nt	-12%	7%	-6%	8%	46%[activator]	nt	nt	nt
55	CCCN(CCC)CCNC(=O)C1CCN(Cc2nc(-c3ccc(Cl)cc3)oc2C)CC1	-20%	0%	8%	-5%	-5%	-2%	36%	2%	-8
56	Cc1n[nH]c(=O)n1-c1cccc(C(F)(F)F)c1	-6%	-11%	-11%	i	2%	-5%	2%	-1%	5
57	CCOC(=O)c1ccccc1-c1csc(NS(=O)(=O)c2ccc(Cl)cc2)n1	-13%	-1%	-11%	-4%	-9%	?	-22%	0%	0

# Record cards (already shown). Screens in order: Anesthetic bind	Pol eta inh	POLI inh	Tb PGK inh	POLK inh	APEX1 inh	POLB inh	BLM helicase inh	RXFP1 antag
# CCOc1ccc(/C=N/NC(=O)c2ccc(O)cc2)cc1CN1CC2CC(C1)c1cccc(=O)n1C2 (stereo not given) is listed as nt	-12%	7%	-6%	8%	46%[activator]	nt	nt	nt
# CN(Cc1ccnc2ccccc12)C(=O)C1CCC(=O)N(Cc2ccccc2F)C1 (stereo not given) is listed as -2%	-1%	-7%	5%	-12%	-9%	15%	0%	-4
